TEAD-YAP block: TEAD-YAP interaction inhibition | HEK-TIYL cells, TEAD-Gal4/YAP UAS-luciferase luminescence | inhibition, % at 9.12 µM | 640,000 compounds, 1.4% hits | AID 1259422; in the data active = inhibition above about 32%;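 also: 0% = median of test compound wells and 100% = reference inhibitor wells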
MITF inh: inhibitors of human MITF | O75030 | AID 1259374 | 650,000 compounds, 0.91% hits | inhibition, % at 2.6 µM | AlphaScreen MITF homodimerization, bead proximity signal; in the data active = inhibition above about 50%;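 also: 0% = vehicle wells with protein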
FBW7 activator: activators of human E3 ligase FBW7; 650,000 compounds, 0.13% hits; normalized activity (activation), % at 26.1 µM; AlphaScreen FBW7–phospho-cyclin E peptide binding, activator screen; Q969H0; in the data active = normalized activity above about 1.9%;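 also: purified mutant Fbw7 with reduced substrate affinity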
Target sequence (Q969H0 whole entry, looked up): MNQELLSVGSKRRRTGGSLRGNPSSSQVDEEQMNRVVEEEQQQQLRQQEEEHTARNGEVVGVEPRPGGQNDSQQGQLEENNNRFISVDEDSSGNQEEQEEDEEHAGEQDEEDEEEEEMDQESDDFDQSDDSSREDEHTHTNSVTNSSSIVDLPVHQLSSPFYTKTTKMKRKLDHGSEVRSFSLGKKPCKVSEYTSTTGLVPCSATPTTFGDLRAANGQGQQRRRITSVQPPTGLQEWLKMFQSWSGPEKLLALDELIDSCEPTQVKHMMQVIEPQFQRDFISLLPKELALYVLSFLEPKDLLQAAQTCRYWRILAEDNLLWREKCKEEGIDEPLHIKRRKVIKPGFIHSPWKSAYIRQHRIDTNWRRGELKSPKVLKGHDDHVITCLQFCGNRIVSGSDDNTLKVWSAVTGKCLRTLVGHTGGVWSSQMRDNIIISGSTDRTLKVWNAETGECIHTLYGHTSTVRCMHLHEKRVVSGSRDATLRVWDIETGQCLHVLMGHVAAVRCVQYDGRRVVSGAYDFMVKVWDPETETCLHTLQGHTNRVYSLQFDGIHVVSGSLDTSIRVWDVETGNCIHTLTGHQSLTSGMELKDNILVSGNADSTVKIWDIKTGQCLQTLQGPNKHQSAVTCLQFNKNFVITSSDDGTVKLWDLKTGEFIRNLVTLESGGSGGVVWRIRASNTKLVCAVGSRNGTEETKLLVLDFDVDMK
GPR151 activ: human GPR151 activation | PathHunter beta-arrestin GPR151 cells, luminescence | activation, % at 11.2 µM | 650,000 compounds, 1% hits | AID 1508602; in the data active = activation above about 4.9%;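 also: 0% = median of compound wells and 100% = cells with positive control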
Target sequence (Q8TDV0 whole entry, looked up): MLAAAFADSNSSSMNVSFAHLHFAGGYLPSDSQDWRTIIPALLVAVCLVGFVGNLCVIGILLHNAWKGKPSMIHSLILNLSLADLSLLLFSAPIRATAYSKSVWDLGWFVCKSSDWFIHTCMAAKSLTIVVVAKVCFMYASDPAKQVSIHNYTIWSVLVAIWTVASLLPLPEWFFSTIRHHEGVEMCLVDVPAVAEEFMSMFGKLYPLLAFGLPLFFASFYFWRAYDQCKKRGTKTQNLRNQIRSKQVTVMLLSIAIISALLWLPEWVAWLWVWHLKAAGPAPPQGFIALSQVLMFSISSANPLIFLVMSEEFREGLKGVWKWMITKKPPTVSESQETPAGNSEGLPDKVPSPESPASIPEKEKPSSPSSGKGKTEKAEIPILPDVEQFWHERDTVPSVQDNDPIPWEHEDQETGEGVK
* marks the source's active call; other numbers are inactive results; & = joins results of further samples.

O=C(NCCCN1CCC(Cc2ccccc2)CC1)c1nnc(Cc2ccc(F)cc2)o1 was read as TEAD-YAP block 4.7, MITF inh -16.7, FBW7 activator 0.2 and GPR151 activ -1.1.
`CC1=C/C(=N\OC(=O)c2cccc([N+](=O)[O-])c2)C(C(C)C)=CC1=O` gave TEAD-YAP block -3.2, MITF inh 13.1, FBW7 activator -0.1 and GPR151 activ -0.7.
CCOC(=O)C1=C(N)Oc2cc(O)ccc2C1c1ccccc1Cl (stereo not drawn) was read as TEAD-YAP block 1.8, MITF inh -2.6, FBW7 activator 0.3 and GPR151 activ -0.4.
Cc1ccc(C(=O)NS(=O)Nc2ccc3oc(-c4ccccc4)nc3c2)cc1 (stereo not drawn) was read as TEAD-YAP block 6.1, MITF inh -3.4, FBW7 activator -0.3 and GPR151 activ -0.6.
Screening COc1cc2ccc(=O)oc2cc1O returned TEAD-YAP block 7.2&-11.2, MITF inh 2.4&15.8, FBW7 activator -0.1&0.2 and GPR151 activ -0.7&0.1.
For O=C(CN1CCC(O)(c2cccnc2)CC1)Nc1ccc(Cl)cc1 the results were TEAD-YAP block 0.9, MITF inh 0.7, FBW7 activator -0.1 and GPR151 activ 0.0.
Screening CC(=O)Nc1ccc(NC(=O)/C(C)=C/c2ccccc2)cc1 returned TEAD-YAP block -19.0, MITF inh -1.1, FBW7 activator -0.1 and GPR151 activ 0.8.
`CC(=O)c1c(C)n(CCc2ccc(Cl)cc2)c2ccc(O)cc12` gave TEAD-YAP block -10.0, MITF inh 5.0, FBW7 activator -0.1 and GPR151 activ -1.5.
CS(=O)(=O)Nc1nccnc1N1CCN(S(=O)(=O)c2cccc3ccccc23)CC1 was read as TEAD-YAP block -7.2, MITF inh 4.2, FBW7 activator 0.1 and GPR151 activ 0.4.
Screening O=C(c1ccco1)N1CCC[C@@H]([C@@H](O)c2ccc(F)cc2)C1 returned TEAD-YAP block 8.8, MITF inh -16.4, FBW7 activator -0.2 and GPR151 activ -0.6.
For CCCN1CCN(c2ncnc3sc(C(=O)Nc4ccc(F)c(Cl)c4)c(C)c23)CC1 the results were TEAD-YAP block -9.6, MITF inh 1.8, FBW7 activator 0.1 and GPR151 activ 0.8.
Screening COC(=O)c1ccc(/C=c2\sc3nc(=O)c(-c4ccccc4)nn3c2=O)cc1 returned TEAD-YAP block 10.1, MITF inh 7.7, FBW7 activator -0.1 and GPR151 activ 0.2.
For Cc1ccc2c(N)c(C(=O)c3ccc(-c4ccccc4)cc3)sc2n1 the results were TEAD-YAP block -48.6, MITF inh -4.7, FBW7 activator 0.0 and GPR151 activ 1.6.
Screening CCOC(=O)c1c(C)nc2ccccc2c1N returned TEAD-YAP block -1.5, MITF inh -0.8, FBW7 activator 0.0 and GPR151 activ 1.1.
`CSc1nnc(C2CCCN(CC(=O)Nc3ccc(C(C)=O)cc3)C2)n1C` (stereo not drawn) gave TEAD-YAP block 12.0, MITF inh -2.9, FBW7 activator 0.0 and GPR151 activ -0.7.
Cc1ccc(NC(=O)c2cnn(-c3ccccc3)c2C2CCNCC2)cc1 was read as TEAD-YAP block -11.6, MITF inh -9.5, FBW7 activator -0.2 and GPR151 activ 0.1.
Screening Cc1cc(C(=O)N2CCn3cc(C(F)(F)F)nc3C2)on1 returned TEAD-YAP block -14.3, MITF inh 5.0, FBW7 activator -0.1 and GPR151 activ 0.9.
COc1ccc2c(C)nc(Nc3nc(O)c(C)c(=O)[nH]3)nc2c1 was read as TEAD-YAP block 11.0, MITF inh 8.6, FBW7 activator 0.1 and GPR151 activ -0.6.
Screening Cc1cc(C(=O)NC(=S)Nc2cccnc2)ccc1[N+](=O)[O-] returned TEAD-YAP block -7.7, MITF inh 2.5, FBW7 activator 0.3 and GPR151 activ -1.1.
For c1ccc(CN2CCC(Nc3nc(NC4CCN(Cc5ccccc5)CC4)c4[nH]cnc4n3)CC2)cc1 the results were TEAD-YAP block 6.3, MITF inh 11.1, FBW7 activator 0.2 and GPR151 activ -0.3.

In the list so far, these have fluorine.
O=C(NCCCN1CCC(Cc2ccccc2)CC1)c1nnc(Cc2ccc(F)cc2)o1 was read as TEAD-YAP block 4.7, MITF inh -16.7, FBW7 activator 0.2 and GPR151 activ -1.1.
Screening O=C(c1ccco1)N1CCC[C@@H]([C@@H](O)c2ccc(F)cc2)C1 returned TEAD-YAP block 8.8, MITF inh -16.4, FBW7 activator -0.2 and GPR151 activ -0.6.
For CCCN1CCN(c2ncnc3sc(C(=O)Nc4ccc(F)c(Cl)c4)c(C)c23)CC1 the results were TEAD-YAP block -9.6, MITF inh 1.8, FBW7 activator 0.1 and GPR151 activ 0.8.
Screening Cc1cc(C(=O)N2CCn3cc(C(F)(F)F)nc3C2)on1 returned TEAD-YAP block -14.3, MITF inh 5.0, FBW7 activator -0.1 and GPR151 activ 0.9.

The listing continues:
Screening Cc1ccc(OCC(=O)Nc2ncc(Cc3ccc(Br)cc3)s2)cc1 returned TEAD-YAP block 1.6, MITF inh 3.6, FBW7 activator -0.1 and GPR151 activ 0.4.
Screening CS(=O)(=O)c1ccc(CSCCNC(=O)c2c(F)cccc2F)cc1 returned TEAD-YAP block 9.3, MITF inh -2.5, FBW7 activator -0.1 and GPR151 activ 0.0.
For Cc1cc(N(C)C)nc(Nc2ccc(NC(=O)CC3CCCC3)cc2)n1 the results were TEAD-YAP block 17.9, MITF inh -0.2, FBW7 activator -0.1 and GPR151 activ -0.7.
Screening O=C(O)Cc1ccc(NCc2ccc(Cl)cc2)cc1 returned TEAD-YAP block 2.8, MITF inh -11.3, FBW7 activator -0.1 and GPR151 activ -2.5.
`Cc1cc(SCC(=O)O)nc2c(C)cccc12` gave TEAD-YAP block -2.9, MITF inh 10.2, FBW7 activator 0.1 and GPR151 activ -2.1.
`CN(CCc1ccccn1)Cc1ccc(Br)cc1` gave TEAD-YAP block 2.5, MITF inh 22.7, FBW7 activator -0.1 and GPR151 activ -0.7.
Screening Cc1cc2nc3s/c(=C\C=C\c4ccccc4)c(=O)n3c2cc1C returned TEAD-YAP block -2.3, MITF inh -15.5, FBW7 activator 0.2 and GPR151 activ -0.4.
`O=C(C1CCCCC1)N1CCOc2ccc(CN3CCN(Cc4ccccn4)CC3)cc2C1` gave TEAD-YAP block 2.2, MITF inh 25.3, FBW7 activator 0.2 and GPR151 activ 5.0*.
`O=C1N[C@H](CO)C(=O)N2CCN(CCCc3ccccc3)C[C@H]12` gave TEAD-YAP block 2.9, MITF inh -7.0, FBW7 activator -0.2 and GPR151 activ 2.2.
CCN(CC)S(=O)(=O)c1ccc(OC)c(NC(=O)COc2ccccc2[N+](=O)[O-])c1 was read as TEAD-YAP block 4.4, MITF inh 3.6, FBW7 activator 0.1 and GPR151 activ -0.1.
`Cc1ccc(-c2nc3ncccc3o2)cc1NC(=O)c1ccccc1F` gave TEAD-YAP block -6.1, MITF inh 6.7, FBW7 activator 0.1 and GPR151 activ 0.9.
For Cc1cccc(NC(=O)N2CCN(c3c4c(nc5ncnn35)CC(C)CC4)CC2)c1 (stereo not drawn) the results were TEAD-YAP block -6.7, MITF inh 4.4, FBW7 activator 0.0 and GPR151 activ 0.5.
`Cc1c(C(=O)NCc2ccccn2)sc2ncn(CC(=O)N3CC(C)CC(C)C3)c(=O)c12` (stereo not drawn) gave TEAD-YAP block 5.8, MITF inh 11.9, FBW7 activator -0.1 and GPR151 activ -0.2.
Screening CCOC(CCn1c(SCC(=O)Nc2ccc(C)c(Cl)c2)nc2ccccc2c1=O)OCC returned TEAD-YAP block 21.0, MITF inh -2.5, FBW7 activator -0.3 and GPR151 activ 1.7.
`COc1cccc(CN2CCNC(=O)C2CC(=O)NCc2ccncc2C)c1` (stereo not drawn) gave TEAD-YAP block -9.5, MITF inh 0.2, FBW7 activator -0.1 and GPR151 activ 0.0.
For CCOc1ccc(C2C(=O)N(C3CCCCCC3)CC(=O)N2Cc2ccc(OC)cc2)cc1OC (stereo not drawn) the results were TEAD-YAP block -23.6, MITF inh 4.7, FBW7 activator -0.9 and GPR151 activ -0.4.
O=CN1CCN(C2CC(=O)N(c3ccc4c(c3)OCO4)C2=O)CC1 (stereo not drawn) was read as TEAD-YAP block -8.2, MITF inh 14.6, FBW7 activator 0.7 and GPR151 activ -1.4.
COc1ccc(-c2nnc(NC(=O)c3ccc(S(=O)(=O)N(C)C4CCCCC4)cc3)o2)cc1 was read as TEAD-YAP block -1.4, MITF inh -2.1, FBW7 activator 0.2 and GPR151 activ 2.3.
`Cc1ccc(C)c(Nc2nc3c(s2)CCCC3)c1` gave TEAD-YAP block -21.7, MITF inh 1.1, FBW7 activator -0.2 and GPR151 activ -0.1.
O=C(NCc1ccc(F)cc1)c1cc(Sc2ccc(F)cc2)nc2ccccc12 was read as TEAD-YAP block 1.5, MITF inh 12.8, FBW7 activator 0.1 and GPR151 activ -1.8.
For N#C/C(=C/c1ccccc1)c1ccc(C#N)cc1 the results were TEAD-YAP block -19.3, MITF inh 6.4, FBW7 activator 0.0 and GPR151 activ 1.0.
Screening C=C(C)Cn1c(SCC#N)nc2sc3c(c2c1=O)CCC3 returned TEAD-YAP block -5.8, MITF inh 9.9, FBW7 activator 0.1 and GPR151 activ 0.2.
CCCn1cc(SCC(=O)Nc2ccc(C(=O)OCC)cc2)c2ccccc21 was read as TEAD-YAP block -22.9, MITF inh -13.0, FBW7 activator 0.1 and GPR151 activ 1.6.
`Cc1cc(NC(=O)CSc2nc3ccccc3c(=O)n2CCC(=O)NC2CCCCC2)no1` gave TEAD-YAP block -7.7, MITF inh -8.5, FBW7 activator -0.1 and GPR151 activ -1.1.
For O=C(COc1ccccc1Cl)Nc1ccc(Cc2ccncc2)cc1 the results were TEAD-YAP block -7.4, MITF inh 0.3, FBW7 activator -0.2 and GPR151 activ -0.7.
O=C(Nc1ccc(Cl)cc1)C1CCCN(c2nnc(N3CCCC3=O)s2)C1 (stereo not drawn) was read as TEAD-YAP block 3.0, MITF inh 6.3, FBW7 activator 0.0 and GPR151 activ 0.5.
Screening c1ccc2cc(OCCN3CCCC3)ccc2c1 returned TEAD-YAP block -3.1, MITF inh 5.8, FBW7 activator 0.1 and GPR151 activ 0.2.
Cc1ccc(C)c(-c2n[nH]n3c2nc(=O)c2ccccc23)c1 was read as TEAD-YAP block 4.7, MITF inh 7.7, FBW7 activator 0.0 and GPR151 activ 2.5.
For Oc1ccc(/C=N/Nc2ncc(Br)cn2)c(O)c1 the results were TEAD-YAP block -36.9, MITF inh 65.5*, FBW7 activator -1.4 and GPR151 activ -3.1.
For CCCCCCc1cc2cc(-c3csc(NC(=O)CCC(=O)N4CCC(C)CC4)n3)c(=O)oc2cc1O the results were TEAD-YAP block -3.6, MITF inh 6.9, FBW7 activator 1.7 and GPR151 activ 0.1.
Screening COc1ccccc1NC(=O)Cc1nn(C)c(=O)c2ccccc12 returned TEAD-YAP block 35.6*, MITF inh 13.1, FBW7 activator 0.0 and GPR151 activ 0.4.
`CC(=O)N1CCC(c2c[nH]c3ccccc23)CC1` gave TEAD-YAP block 6.4, MITF inh 8.9, FBW7 activator 0.4 and GPR151 activ 0.7.
`COCCCN1C(=O)CC(CC(=O)NCc2ccc(C)cc2)(c2ccccc2C)C1=O` (stereo not drawn) gave TEAD-YAP block 6.5, MITF inh 2.9, FBW7 activator -0.1 and GPR151 activ -0.7.
`COC(=O)C(CCSC)NC(=O)CCC1(Cc2ccc3c(c2)OCO3)CCC(=O)N1` (stereo not drawn) gave TEAD-YAP block -5.4, MITF inh 6.5, FBW7 activator 0.2 and GPR151 activ 0.1.
COc1ccc(C(=O)NC(=S)N2CCOCC2)cc1OC was read as TEAD-YAP block -11.7, MITF inh -9.7, FBW7 activator 0.0 and GPR151 activ -0.3.
COC(=O)c1sccc1S(=O)(=O)N(CC(=O)Nc1c(C)cccc1C)c1ccc(C)c(C)c1 was read as TEAD-YAP block -2.4, MITF inh 13.5, FBW7 activator 1.0 and GPR151 activ 0.6.
Cc1cc(C(F)(F)Cl)n2nc(C(=O)O)cc2n1 was read as TEAD-YAP block 0.0, MITF inh -6.5, FBW7 activator 0.0 and GPR151 activ -2.6.
Screening CCOC(=O)C1=C(SCC)c2cc3c(n2C1=O)CCCC3 returned TEAD-YAP block 1.6, MITF inh 19.6, FBW7 activator -0.7 and GPR151 activ -0.2.
For CCC(O)(CCN1CCCCCC1)c1ccccc1 (stereo not drawn) the results were TEAD-YAP block -11.7, MITF inh -4.6, FBW7 activator -0.1 and GPR151 activ 0.2.
For O=C(Cn1nc(-c2ccncc2)nc1SCC(=O)NC1CCCC1)Nc1nccs1 the results were TEAD-YAP block -12.7, MITF inh 7.9, FBW7 activator -0.6 and GPR151 activ -3.1.

Reprinted from the part before: 2 compounds, then new ones.
For CCC(O)(CCN1CCCCCC1)c1ccccc1 (stereo not drawn) the results were TEAD-YAP block -11.7, MITF inh -4.6, FBW7 activator -0.1 and GPR151 activ 0.2.
For O=C(Cn1nc(-c2ccncc2)nc1SCC(=O)NC1CCCC1)Nc1nccs1 the results were TEAD-YAP block -12.7, MITF inh 7.9, FBW7 activator -0.6 and GPR151 activ -3.1.
`CCC1C(=O)NCCN1C(=O)Cn1nnnc1CN1CCCCCC1` (stereo not drawn) gave TEAD-YAP block 2.1, MITF inh 7.6, FBW7 activator -0.2 and GPR151 activ -0.4.
`O=C(c1cc(-c2ccccc2)n[nH]1)N1CCN(c2ncccn2)CC1` gave TEAD-YAP block 2.5, MITF inh -9.0, FBW7 activator -0.2 and GPR151 activ 1.1.
O=c1c2sccc2nc(SCc2ccc(Cl)cc2)n1Cc1ccccc1 was read as TEAD-YAP block 9.7, MITF inh -3.9, FBW7 activator 0.2 and GPR151 activ -1.7.
For Cc1ccccc1NS(=O)(=O)c1ccc2c(c1)CCN2S(C)(=O)=O the results were TEAD-YAP block 12.2, MITF inh 3.1, FBW7 activator 0.0 and GPR151 activ 0.0.
`CC(C)c1ccc(-c2c(NN3CCOCC3)c(=O)c2=O)cc1` gave TEAD-YAP block -11.7, MITF inh -2.6, FBW7 activator 0.2 and GPR151 activ 0.2.

Bioassay records: PubChem, The Scripps Research Institute Molecular Screening Center
